# Source: PubChem (Fisher Drug Discovery Resource Center)
# mcGAS MS inh – inhibitors of Mus musculus cyclic GMP-AMP synthase, initial high-throughput assay, cell-free, RapidFire MS | AID 1259397, 2018 | Q8C6L5 | inhibition, % at 12.5 µM | recombinant mouse cGAS, cGAMP by RapidFire MS | 130,000 compounds, 0.18% hits;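 active = inhibition of cGAS enzyme activity at or above 60%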;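 also: enzyme stimulated by 45 bp dsDNA with ATP and GTP substrates; cGAMP share of summed cGAMP plus half ATP and half GTP signals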
# Target sequence (Q8C6L5 whole entry, looked up): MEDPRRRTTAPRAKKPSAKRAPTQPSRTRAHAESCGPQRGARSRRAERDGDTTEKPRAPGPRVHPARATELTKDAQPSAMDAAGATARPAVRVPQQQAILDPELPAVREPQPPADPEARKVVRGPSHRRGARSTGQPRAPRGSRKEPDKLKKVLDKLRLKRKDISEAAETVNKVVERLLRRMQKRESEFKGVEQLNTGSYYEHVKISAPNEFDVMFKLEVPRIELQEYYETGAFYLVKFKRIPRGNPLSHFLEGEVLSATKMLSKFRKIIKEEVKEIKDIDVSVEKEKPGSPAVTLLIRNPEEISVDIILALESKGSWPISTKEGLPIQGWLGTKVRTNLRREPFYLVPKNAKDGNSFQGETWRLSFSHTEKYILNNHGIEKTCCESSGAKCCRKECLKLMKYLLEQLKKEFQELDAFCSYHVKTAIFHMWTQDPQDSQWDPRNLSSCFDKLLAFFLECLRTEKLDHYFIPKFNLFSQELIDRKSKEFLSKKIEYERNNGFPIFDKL
# The depositor's hits bear a star; & = joins results of further samples.
SMILES	mcGAS MS inh
Cc1c(C)n2c3c(=O)n(Cc4cccc(Cl)c4)c(=O)n(C)c3nc2n1Cc1ccco1	-1.5
Cc1nc(SCc2cc(=O)n3cc(Br)ccc3n2)n(C2CCCC2)c1C	-2.6
CC(=O)N1CCc2cc(S(=O)(=O)N3c4ccccc4CC3C)ccc21 (configuration not stated)	-11.1
O=C1NCCN(C(=O)c2cn[nH]n2)C1Cc1ccccc1 (configuration not stated)	-6.6
O=C(NCC1CCCO1)c1cccn2c(=O)c3c4c(sc3nc12)CCCC4 (configuration not stated)	-4.2
Cc1cc(C)n(CCC(=O)N(C)Cc2cc(C(C)(C)C)n[nH]2)c(=O)n1	-10.6
CCSc1nc(CC(=O)NCc2cc(-c3ccccc3)n[nH]2)cs1	-15.9
c1ccc(-c2nccn2CCc2cccs2)nc1	-5.1
C=CCc1cc(C(=O)N2CCN(C)C3(CCN(C)CC3)C2)ccc1OC	-6.0
Cc1ccc(-n2ncc3c(C)nn(Cc4ccccc4F)c(=O)c32)cc1C	-9.7
Cc1cc(CNc2ccc(-c3nc(-c4ccccc4F)no3)cn2)no1	-14.3
O=c1c2c(-c3cccs3)csc2nc(CN2CCCCC2)n1CC1CCCCO1 (configuration not stated)	-10.9
C=CCc1c(C)nc2c(-c3ccc(Cl)cc3)c(C)[nH]n2c1=O	2.1
Cn1ccc(CC(=O)N2CCC(C(=O)Nc3cccc(-c4ccco4)c3)CC2)c1	10.2
COc1ccc2cc(S(=O)(=O)N3CCN(C)CC3)ccc2c1	-0.5
C=Cc1ccc(Cn2c(C)c(C(=O)NCc3ccccn3)sc2=O)cc1	-1.7
CC(C)CC1NC2(CCN(C(=O)C(C)C)CC2)N(Cc2ccccc2)C1=O (configuration not stated)	0.4
Cn1c(=O)[nH]c(=O)c2c1nc(N1CCN(Cc3ccc(F)cc3)CC1)n2Cc1cccc2ccccc12	-1.8
O=C(CSc1nnnn1C1CC1)c1ccc2c(c1)OCO2	-1.4
N#CC1(C#N)C(c2ccco2)NC23CCCCC2C1(C#N)C(=O)N3 (configuration not stated)	-2.5
CCc1ccc(NC(=O)c2sc3nc4c(cc3c2N)C(=O)CC(C)(C)C4)cc1	-2.9
Cc1ccc(-c2nn3c4ccc(NC(=O)Cn5ccnc5)cc4nc3c3ccccc23)cc1	-2.6
CCC(C)n1c(SCC(=O)N(C)Cc2ccco2)nc2ccccc2c1=O (configuration not stated)	9.5
COC(=O)Nc1ccc(CNC(=O)CS(=O)(=O)c2ccc(Cl)cc2)cc1	-42.6
CC(C)Cc1cc(C(=O)N2CCC(Oc3ncccn3)CC2)n[nH]1	-15.0
Cc1cc(=O)[nH]c(-n2nc(C)cc2N)n1	-10.1
COc1ccc(Oc2ncccc2NC(=O)NCC2CCOC2)cc1 (configuration not stated)	-7.2
CC(Oc1cccc(C(C)C)c1)C(=O)N1CCOCC1C#N (configuration not stated)	-4.5
Cc1noc(C)c1Cn1c(C)c(C(=O)NCc2ccc(C#N)cc2)sc1=O	-4.9
O=C(c1ccc2ccccc2n1)N(Cc1ccccc1)Cc1ccc2c(c1)OCO2	-4.9
CCOc1ccnc2c1c(=O)n(CC#N)c(=O)n2C	0.2
CC(=NNC(=S)NC(C)C)c1ccncc1	-5.4
COC(=O)c1sccc1NS(=O)(=O)c1ccccc1Cl	-4.1
NC(=O)C(CCCN=C(N)N)NC(=O)c1ccccc1 (configuration not stated)	-8.7
CCOC(=O)c1cc(C(=O)Nc2ccc(Br)cc2)nn1C	-33.9
CCc1ccc(C(=O)N(CC2CCCO2)c2nc3ccccc3s2)cc1 (configuration not stated)	-2.9
Cc1cccc(-n2nc(CC#N)c(C#N)c2N)c1	-2.1
CCOC(=O)C1(Cc2ccccc2C)CCCN(C(=O)c2cccnc2SC)C1 (configuration not stated)	-5.3
O=c1[nH]c2ccccc2n1C1=CCN(c2nccc(N3CCC(O)C3)n2)CC1 (configuration not stated)	0.6
Cc1cc(CN(C)c2ccc(-c3nc(C(C)C)no3)cn2)on1	-10.0
O=C(CN1CCCC(C(F)(F)F)C1)c1c[nH]c(C(=O)N2CCCC2)c1 (configuration not stated)	-8.0
Cc1cccc(N(CC(=O)NCc2n[nH]c3c2CCC3)S(C)(=O)=O)c1	-10.5
c1ccc(C2CSCCN2c2nc3ccccc3o2)cc1 (configuration not stated)	-0.6
CCOC(=O)C1CCN(C(=O)C(c2ccccc2)c2ccccc2)CC1	13.8
Cc1ccc(O)c(CN2CCN(c3ncc(Cl)cn3)CC2)n1	-38.4
O=S(=O)(Nc1cccc(C2OCC(COc3ccc(Cl)cc3)O2)c1)c1ccccc1 (configuration not stated)	0.5
Cc1ccc(N2C(=O)C(=O)N(c3ccc(C)cc3)C2=S)cc1	-17.3
Cc1ccccc1C(c1ncccc1C)N(C)C(=O)C1CCN(CCOc2ccc(Cl)cc2Cl)CC1 (configuration not stated)	-3.9
Cc1n[nH]c(C)c1NC(=O)Cn1cc(C(F)(F)F)cc(Cl)c1=O	-5.7
CN(CCC1CCOCC1)c1nncc(-c2cc3ccccc3o2)n1	0.1

# (listing goes on)
SMILES	mcGAS MS inh
O=[N+]([O-])c1ccc(NN=Cc2cccnc2)c([N+](=O)[O-])c1	-5.3
COc1cc(OC)c(NC(=O)NC(C)c2cccs2)cc1Cl (configuration not stated)	0.3
CC(=O)c1c(C)nc2n(Cc3ccccc3)c3ccccc3n12	-10.8
CCOC(=O)CNC(=O)NCc1cccnc1N1CCCCCCC1	-4.8
NC(=O)CN1CCN(S(=O)(=O)c2ccc3c(c2)OCCO3)CC1	-5.4
COc1ccc(CNC(C)c2cnn(-c3ccc(F)cc3F)c2C)c(F)c1 (configuration not stated)	-10.5
Cc1ccc2[nH]nc(C(=O)N3CCCC4(C3)C(=O)N(C)c3ccccc34)c2c1 (configuration not stated)	-44.3
C[C@H](NC(=O)OCc1ccccc1)C(=O)N1CCCC1c1ccncc1 (some centres not stated)	-8.2
CCOC(=O)Cn1c(=O)c2c(nc3n(-c4ccccc4F)c(C)cn23)n(C)c1=O	-11.9
COCc1cc(CNC(=O)c2cccc3c2OCC3)[nH]n1	-10.7
CCc1c(C)c2c(C)nn(-c3ccccc3)c2[nH]c1=O	-9.0
O=C(OC1CCOC1=O)C1CCN(C2=NS(=O)(=O)c3ccccc32)CC1 (configuration not stated)	-12.3
Cc1cc(C(=O)CSc2ncnc3sccc23)c(C)n1C	-3.5
Cc1ccc(-c2[nH]ncc2CN2CCN(c3ccccn3)CC2)cc1C	-4.9
CC(C)(C)c1ccc(S(=O)(=O)NC(=O)C2(C)CCN2C(=O)C(C)(C)c2ccccc2)cc1 (configuration not stated)	-19.0
O=C(NCc1nc2ccc(F)cc2[nH]1)C1CCCCC1	-19.0
COc1ccc(C2(C(=O)Nc3nc(C)c(C)s3)CCCCC2)cc1	2.4
COC(=O)Cn1c(C)c(C)n2c3c(=O)n(C)c(=O)n(C)c3nc12	-2.5
Cc1cc(C)c(CNC2CCCc3c2cnn3-c2ccccn2)c(-n2cccn2)c1 (configuration not stated)	0.6
Cc1ccsc1C(=O)N1CCC1(C)C(=O)NS(=O)(=O)c1cccc(Cl)c1 (configuration not stated)	-10.8
Cc1ccc(C)c(NCN2C(=O)C3C4C=CC(C4)C3C2=O)c1 (configuration not stated)	-4.0
Cc1cc(-n2c(C)nc3ccccc3c2=O)ccc1NC(=O)C(C)C	-4.8
CC(c1ccccc1)N1C(=O)CSC1=S (configuration not stated)	-3.0
COc1ccc(OC)c(NC(=O)C2=C(C)N(C3CC3)C(=S)NC2c2cc3ccccc3[nH]c2=O)c1 (configuration not stated)	-3.6
CCOc1ccccc1N1CCN(C(=O)c2ccccc2N2CCC(NC(=O)c3ccc(F)cc3)CC2)CC1	-3.6

# Random excerpt: 3 entries already listed.
SMILES	mcGAS MS inh
CC(Oc1cccc(C(C)C)c1)C(=O)N1CCOCC1C#N (configuration not stated)	-4.5
CCC(C)n1c(SCC(=O)N(C)Cc2ccco2)nc2ccccc2c1=O (configuration not stated)	9.5
Cn1c(=O)[nH]c(=O)c2c1nc(N1CCN(Cc3ccc(F)cc3)CC1)n2Cc1cccc2ccccc12	-1.8

# Next entries follow.
SMILES	mcGAS MS inh
CC(C)C(=O)N1CCN(C(=O)[C@@H](NS(=O)(=O)/C=C/c2ccccc2)C(C)C)CC1	-2.9
CCN(Cc1cc(C)c(OCc2cccc(C)c2)c(C)c1)C(=O)CC1CCS(=O)(=O)C1 (configuration not stated)	-8.3
CCSc1nc(N(CCO)CCO)c2sc3c(c2n1)COC(C)(C)C3	-7.3
O=C(Nc1ccc2c(c1)CN(C1CCSCC1)CC2)C1(c2ccccc2)CC1	-1.3
CCCc1[nH][nH]c(=O)c1C(c1ccccc1)C(C#N)C#N (configuration not stated)	32.9
Cc1oc(-c2ccc(Cl)cc2)nc1C(=O)OCC#N	0.7
CSc1ccc(CN2CCCC(OCc3cccnc3)C2)cc1 (configuration not stated)	-22.3
CCc1cc(CN(C)C(=O)C(=O)c2ccco2)on1	-12.2
Cc1nc(Sc2nc3sc4c(c3c(=O)n2C)CCCC4)c2c3c(sc2n1)CCC3	-2.8
Cc1c(N=Cc2ccccc2Cl)c(=O)n(-c2ccccc2)n1C	-2.7
CC1CCN(S(=O)(=O)c2ccc(C(=O)Nc3nc(-c4ccc5c(c4)CCC5)cs3)cc2)CC1	-3.3
CC(=O)NCc1ccc(S(=O)(=O)N2CCCCCC2)cc1	-7.9
COC1(C)CCC2OC2(C)CCC2C1CC2(C)C (configuration not stated)	-3.8
CSc1nnc2c(S(=O)(=O)N3CCOCC3)cccn12	6.1
CN(C)CC1(O)CCCN(C(=O)c2ccc(-n3cnnn3)cc2)CC1 (configuration not stated)	-12.4
O=C(NCc1nn(-c2ccccc2)c2c1CCC2)C1CC1	1.5
COc1ccc(CC(=O)NCC2CCCN(Cc3cc(OC)cc(OC)c3)C2)cc1 (configuration not stated)	-7.2
COCCn1c(=S)[nH]c2sc3c(c2c1=O)CCC(C)C3 (configuration not stated)	-14.2
CN(Cc1ccc(Cl)cc1)c1nccc(-c2cc(C(=O)O)ccn2)n1	11.5
O=C(Nc1ccccc1)Nc1ccccc1OCCn1ccnc1	-3.2
CNS(=O)(=O)c1ccc2[nH]c(=O)c(=O)[nH]c2c1	-9.0
CCn1c(O)c(C2=c3ccccc3=NC2=O)sc1=S	7.3
COC(=O)C1=C(C)N(C)C(=O)NC1c1c(Cl)cccc1Cl (configuration not stated)	-9.8
O=C(c1cc2ccccc2[nH]c1=O)N1CCCCCCC1	4.4
CC(C)Cc1cc(C(=O)NCc2cccnc2-n2cncn2)n(C)n1	-14.6

# Copied from the list:
# c1ccc(-c2nccn2CCc2cccs2)nc1 @ mcGAS MS inh = -5.1
# Cc1ccc(-c2[nH]ncc2CN2CCN(c3ccccn3)CC2)cc1C @ mcGAS MS inh = -4.9
# O=C(Nc1ccc2c(c1)CN(C1CCSCC1)CC2)C1(c2ccccc2)CC1 @ mcGAS MS inh = -1.3
# Cc1cc(C)c(CNC2CCCc3c2cnn3-c2ccccn2)c(-n2cccn2)c1 (configuration not stated) @ mcGAS MS inh = 0.6
# Cc1ccc(O)c(CN2CCN(c3ncc(Cl)cn3)CC2)n1 @ mcGAS MS inh = -38.4

# Continuation:
SMILES	mcGAS MS inh
COc1ccccc1NC(=O)C1=C(C)Nc2nc(-c3cccc(O)c3)nn2C1c1cccs1 (configuration not stated)	-7.8
N=C1/C(=C/c2ccc(Br)cc2)C(=O)N=C2SC(Cc3ccccc3)=NN12	5.2
Cc1cc(C)c[n+](C2=C(NS(=O)(=O)c3ccccc3)C(=O)c3ccccc3C2=O)c1	-0.2
CCCCc1nnc(NC(=O)Nc2[nH]c(C)c(C(=O)OCC)c2C)s1	-3.3
C=C(C)COc1ccccc1CN(C)C(C)c1ccccn1 (configuration not stated)	-14.8
COc1ccccc1CNC(=O)CN1CCC(O)(c2ccccc2C)C1 (configuration not stated)	-20.5
C=CCn1c(SCc2ccc(Cl)cc2)nc2c1c(=O)n(C)c(=O)n2C	-4.8
Nc1n[nH]c(CCN2C(=O)c3ccccc3C2=O)n1	-31.1
CC(NS(=O)(=O)c1ccc2ccccc2c1)C1CC2CCC1C2 (configuration not stated)	-4.1
Cc1ncc(C(=O)NCC(O)c2c(Cl)cccc2Cl)s1 (configuration not stated)	-7.5
O=C(NCCn1cc(SCC(=O)N2CCc3ccccc32)c2ccccc21)c1cccs1	-9.2
CCCCN(Cc1ccsc1)C(=O)c1c(C)nc2ncccn12	-7.7
CCOC(=O)c1c(C)oc2c1cc(OC(=O)c1ccco1)c1ccccc12	0.4
NS(=O)(=O)c1ccc(CNCc2c(F)cccc2Cl)s1	-4.5
CC(NC(=O)CNC(=O)c1cccc(Cl)c1)c1cccc(C(F)(F)F)c1 (configuration not stated)	-1.6
COc1ccc(NC(C)=O)cc1NC(=O)COc1cccc(F)c1	-31.6
CC1CCC2C(C1)c1sc(=O)[nH]c1SC2(C)C (configuration not stated)	-29.6&-17.1
Cc1cc(C)n2c(CCCNC(=O)c3ccc(Cl)c(Cl)c3)nnc2n1	-3.3
O=C(CC(c1ccccc1)c1ccccc1F)N1CCCO1 (configuration not stated)	-11.8
O=C(Nc1ccnn1C1CCN(Cc2cc3ccccc3o2)CC1)C1CCCC1	-8.5
COc1cccc(OCc2nc(C(=O)NCc3cn4c(n3)SCC4)co2)c1	-3.2
Cc1cc(NC(=O)CN2CCc3ccccc3C2)nn1-c1ccccc1	5.7
CC12CCCC(O)(C1)C1CC(C)(C)C1CC2 (configuration not stated)	-5.3

# Shown field by field: 3 of the compounds above
> N=C1/C(=C/c2ccc(Br)cc2)C(=O)N=C2SC(Cc3ccccc3)=NN12
  mcGAS MS inh: 5.2

> Cc1cc(C)c[n+](C2=C(NS(=O)(=O)c3ccccc3)C(=O)c3ccccc3C2=O)c1
  mcGAS MS inh: -0.2

> CCCCc1nnc(NC(=O)Nc2[nH]c(C)c(C(=O)OCC)c2C)s1
  mcGAS MS inh: -3.3

# A portion of the library; rates above refer to the full screens.
